Compound activity deposited in PubChem BioAssay by several laboratories.
PPARg SRC2 recr = PPARgamma-driven SRC-2 recruitment agonism | PPARgamma LBD-SRC-2 recruitment, biochemical | P37231 | activation, % at 8 µM | actives 0.34% (n = 200,000); in the data active = activation above about 22%;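 note: 0% = vehicle and 100% = reference agonist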
Target sequence (P37231 whole entry, looked up, the tested form may be a part): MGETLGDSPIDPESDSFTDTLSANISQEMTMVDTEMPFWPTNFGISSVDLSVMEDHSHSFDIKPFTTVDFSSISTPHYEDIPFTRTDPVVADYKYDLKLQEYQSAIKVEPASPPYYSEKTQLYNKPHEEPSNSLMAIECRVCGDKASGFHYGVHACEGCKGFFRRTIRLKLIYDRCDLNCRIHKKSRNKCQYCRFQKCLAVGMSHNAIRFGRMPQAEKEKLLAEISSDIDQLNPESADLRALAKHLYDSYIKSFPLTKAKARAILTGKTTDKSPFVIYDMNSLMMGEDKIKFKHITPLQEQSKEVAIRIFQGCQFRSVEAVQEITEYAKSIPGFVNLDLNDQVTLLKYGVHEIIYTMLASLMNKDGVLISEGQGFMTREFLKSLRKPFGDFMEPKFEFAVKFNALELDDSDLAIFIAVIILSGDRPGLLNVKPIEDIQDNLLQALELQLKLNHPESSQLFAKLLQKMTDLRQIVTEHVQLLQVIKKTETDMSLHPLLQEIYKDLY
PMI act hi M6P = increases human PMI activity with near-saturating mannose 6-phosphate. coupled PMI enzyme assay, resazurin fluorescence, 20 min; hits give high values; 1 = untreated enzyme, 0 = substrate-free blank. activation factor at 20 µM. actives 0.34% (n = 190,000). AID 1216. P34949;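 active = activation factor of 2 or more at 20 µM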
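test system = human PMI in coupled enzyme assay | medium = HEPES-buffered pH 7.4 with magnesium and detergent | also added = 1.0 mM mannose-6-phosphate substrate with 0.22 mM NADP+ | compound = 20 µM single dose | times = 20 min incubation at room temperature | measured by = resorufin fluorescence (Ex 544/Em 590 nm) from resazurin via diaphorase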
G6PDH CS = inhibits Leuconostoc G6PDH, flagging false hits in G6PDH-based assays. Purified L. mesenteroides G6PDH, diaphorase/resazurin coupled fluorescence, 45 min. inhibition, % at 5 µM. actives 0.12% (n = 200,000). AID 1020; in the data active = inhibition above about 50%
SRC2 TRFRET art = counter-screen for PPARgamma SRC-2 recruitment agonists: TR-FRET artefact. hits give high values. TR-FRET ratio at 8 µM. actives 0.4% (n = 200,000); in the data active = TR-FRET ratio above about 2000; note: inactives centre near 1500
S1P3 antagonist = antagonists of human S1P3 receptor; inhibition, % at 4.98 µM; CHO S1P3 NFAT-BLA reporter, FRET fluorescence, antagonist mode; actives 0.27% (n = 170,000); Q99500;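 active = inhibition above the plate cutoff, the mean inhibition of test wells on that plate plus 3 SD, cut at about 28% in these data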;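 note: cells challenged with S1P at its EC80 of 0.8 µM; blue over green emission ratio from cleaved BLA substrate after 4 h stimulation; 0% = S1P-stimulated wells and 100% = unstimulated DMSO-only wells; some compounds past the cut are filed as inactive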
Target sequence (Q99500 whole entry, looked up): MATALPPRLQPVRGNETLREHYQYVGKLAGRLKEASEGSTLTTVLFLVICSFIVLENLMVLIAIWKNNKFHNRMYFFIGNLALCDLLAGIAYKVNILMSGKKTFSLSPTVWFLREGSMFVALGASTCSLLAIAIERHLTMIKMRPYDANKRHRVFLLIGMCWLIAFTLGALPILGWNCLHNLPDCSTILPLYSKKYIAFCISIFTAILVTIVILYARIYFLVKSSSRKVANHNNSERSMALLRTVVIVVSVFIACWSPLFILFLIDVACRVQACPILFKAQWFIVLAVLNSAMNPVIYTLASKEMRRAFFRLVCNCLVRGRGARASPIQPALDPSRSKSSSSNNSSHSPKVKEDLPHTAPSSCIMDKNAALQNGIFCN
PPARg SRC3 recr = agonists of human PPARgamma SRC-3 coactivator recruitment; P37231; biochemical PPARgamma/SRC-3 coactivator recruitment assay; activation, % at 8 µM; actives 0.26% (n = 200,000); AID 731; in the data active = activation above about 23%;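 note: 0% = DMSO and 100% = reference agonist; some compounds past the cut are filed as inactive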
ROMK primary = human ROMK K+ channel modulation, primary screen; B-score at 10 µM; P48048; actives 2% (n = 130,000); AID 1918; Tet-inducible ROMK, thallium flux fluorescence; actives lie on both sides;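 active = signal ratio slope over the read window, or its plate-corrected B-score, at least 3 SD from the plate mean, either direction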;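 note: B-score of the F/F0 ratio slope over 7 to 12 s after thallium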
PMI activator = increases human mannose-6-phosphate isomerase activity; P34949; purified human PMI, coupled resazurin fluorescence, 20 min; hits give high values; 1 = vehicle control, 0 substrate-free wells; activation factor at 20 µM; actives 0.005% (n = 190,000); AID 1214;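 active = activation factor of 2 or more at 20 µM, relative to plate controls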
Diaph inh CS = diaphorase inhibition or chemical oxidation counter-screen; diaphorase resazurin-to-resorufin fluorescence, NADH, 16 min; bacterial (C. kluyveri) enzyme, not human; inhibition, % at 20 µM; actives 0.69% (n = 190,000);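 active = primary screen inhibition at 20 µM above a set limit, cut at about 50% in these data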;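 note: plate controls were DMSO with full reaction for no effect and wells lacking NADH for full effect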
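Test system: bacterial diaphorase enzyme (C. kluyveri); Quantity: 0.14 U/mL diaphorase, enzyme working solution; Times: reaction incubation of 16 min at room temperature; Measured by: fluorescence of resorufin formed from resazurin, Ex 544/Em 590 nm; Benchmarks: positive control minus NADH, DMSO neutral control.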
Diaphorase act = diaphorase activation or chemical reduction counter-screen | Diaphorase/resazurin coupled assay, resorufin fluorescence, 16 min; hits give high values; 1 = vehicle wells, 0 = NADH-free wells | activation factor at 20 µM | actives 0.005% (n = 190,000) | AID 1229;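 active = diaphorase activity raised at least twofold by the compound at 20 µM; inactive = activation factor below 2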
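Material: purified diaphorase enzyme from Clostridium kluyveri; Also added: 0.114 mM NADH and 0.1 mM resazurin, final amounts; Doses: single compound dose of 20 µM, 1% DMSO final; Times: 16 min enzyme reaction, ambient temperature; Detection: resorufin fluorescence, excitation 544 nm, emission 590 nm; Measure: increased resorufin signal from activators or reducing compounds.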
PPARg SRC-1 ag = PPARgamma-driven SRC-1 recruitment agonism. P37231. PPARgamma-SRC-1 coactivator recruitment biochemical assay. activation, % at 8 µM. actives 0.41% (n = 200,000). AID 631; in the data active = activation above about 19%;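 note: 0% = DMSO and 100% = reference agonist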
Numbers without * were called inactive; / = not tested or not shown.

Start of the data: the first 2 entries, ahead of the listing:
SMILES	PPARg SRC2 recr	PMI act hi M6P	G6PDH CS	SRC2 TRFRET art	S1P3 antagonist	PPARg SRC3 recr	ROMK primary	PMI activator	Diaph inh CS	Diaphorase act	PPARg SRC-1 ag
Fc1ccc(CSc2nnc3ccccn23)c(Cl)c1	8	1	5	1678	-7	9	-0.2	1.1	13	0.9	1
COC(=O)c1ccc(NC(=O)c2ccco2)cc1	3	1	3	1379	4	-4	/	1	12	0.9	0

The whole of this part, previewed entries included:
SMILES	PPARg SRC2 recr	PMI act hi M6P	G6PDH CS	SRC2 TRFRET art	S1P3 antagonist	PPARg SRC3 recr	ROMK primary	PMI activator	Diaph inh CS	Diaphorase act	PPARg SRC-1 ag
Fc1ccc(CSc2nnc3ccccn23)c(Cl)c1	8	1	5	1678	-7	9	-0.2	1.1	13	0.9	1
COC(=O)c1ccc(NC(=O)c2ccco2)cc1	3	1	3	1379	4	-4	/	1	12	0.9	0
COC(=O)c1ccccc1NC(=O)Nc1ccc(C)cn1	4	1.1	13	1764	4	-1	-0.32	1.1	-13	1.1	16
O=C(COC(=O)COc1ccc(Cl)cc1)Nc1ccc(N2CCOCC2)cc1	8	0.9	-2	1659	5	3	-0.022	0.9	9	0.9	9
N#C/C(=C\c1cccnc1)C(=O)Nc1ccc(C(=O)O)cc1	4	1	1	1725	-14	1	2	1	13	0.9	8
CN(C1=C(NC(=O)c2ccccc2)C(=O)c2ccccc2C1=O)C1CCS(=O)(=O)C1 (stereo not given)	4	0.8	34	1587	0	4	/	0.8	59*	0.4	9
Cc1ccc(NC(=O)C(NC2CCCC2)c2ccccc2)cc1Cl (stereo not given)	5	1	8	1793	25	2	-3.1	0.9	6	0.9	10
CCSCc1nnc(SCC(=O)Nc2ccc(F)cc2)n1CC	1	1	6	1414	6	2	-0.014	1	5	0.9	12
Cc1nn(CCC#N)c2[nH]c(=O)cc(C(F)(F)F)c12	-8	1	2	1769	-13	-4	1.2	1	2	1	-3
O=C(CSc1nnc(-c2ccco2)n1Cc1ccco1)NCc1cccs1	-6	1	12	1456	-14	-9	/	1.1	9	0.9	0
Cc1ccc(N(CN2CCCC2=O)C(=O)c2ccc(C)c(C)c2)cc1	3	0.9	-7	1561	-19	-2	-0.0083	0.9	10	0.9	-5
CSc1nc2ccc(NS(=O)(=O)c3ccccc3F)cc2s1	13	1.1	-5	1673	-10	3	/	1.2	15	0.8	-4

Complete entries, looked up by structure. Screens in order: PPARg SRC2 recr, PMI act hi M6P, G6PDH CS, SRC2 TRFRET art, S1P3 antagonist, PPARg SRC3 recr, ROMK primary, PMI activator, Diaph inh CS, Diaphorase act, PPARg SRC-1 ag
Cc1ccc(NC(=O)C(NC2CCCC2)c2ccccc2)cc1Cl (stereo not given) is listed with 5, 1, 8, 1793, 25, 2, -3.1, 0.9, 6, 0.9, 10
N#C/C(=C\c1cccnc1)C(=O)Nc1ccc(C(=O)O)cc1 is listed with 4, 1, 1, 1725, -14, 1, 2, 1, 13, 0.9, 8

Additional records follow:
SMILES	PPARg SRC2 recr	PMI act hi M6P	G6PDH CS	SRC2 TRFRET art	S1P3 antagonist	PPARg SRC3 recr	ROMK primary	PMI activator	Diaph inh CS	Diaphorase act	PPARg SRC-1 ag
COc1ccc2[nH]c3c(=O)n4c(nc3c2c1)SCCC4	6	0.9	6	1547	-23	0	-1.2	1	0	1	-1
O=C(O)CCCC(=O)NS(=O)(=O)c1ccc(Cl)cc1	10	1.1	-4	1501	/	11	/	1.1	4	1	6
CCOC(=O)CSC1=C(C#N)C(c2ccccc2Cl)C(C(=O)OC)C(=O)N1 (stereo not given)	-2	0.9	-1	1644	-16	0	/	0.9	10	0.9	-4
COc1ccc(C(C)=O)cc1CN1C(=O)NC2(CCCCC2)C1=O	-5	1	10	1443	/	1	2*	1	9	0.9	3
CCCCC(=O)Nc1ccc(NC(=O)c2ccc(C)c([N+](=O)[O-])c2)cc1OC	6	0.8	4	1738	0	-1	0.00058	1	10	0.9	15
Cc1ccccc1NC(=O)c1c(-c2ccccc2)noc1C	2	1	-4	1718	-8	-8	-0.075	0.9	7	0.9	-6
Cc1sc2nc(SCC(=O)NCc3ccco3)n(CCc3ccccc3)c(=O)c2c1C	1	0.9	-36	1455	10	3	0.35	0.9	16	0.8	0
Cc1nn(-c2ccccc2)c(C)c1/C=C1\C(=O)N(C)C(=S)N1C	8	1	12	1697	-3	6	-1.2	1.1	10	0.9	-3
CCc1ccc(N(CC(=O)Nc2ccc(OC)cc2OC)S(C)(=O)=O)cc1	10	0.9	8	1595	-54	4	/	1	10	0.9	2
C=CCc1cccc(OC)c1OCCOCCNCCO	9	1.1	-2	1621	/	-1	/	1	-4	1	8
C/C(=N\Nc1cc(C)nc(-c2ccccc2O)n1)c1ccccc1	-5	0.9	8	1469	0	5	0.19	0.9	9	0.9	-7
CC1(C(=O)OCC(=O)Nc2ccccc2)CC1(Cl)Cl (stereo not given)	3	0.9	3	1793	1	0	-0.73	1	12	0.9	4
O=[N+]([O-])c1ccc(N/N=C/c2sc(N3CCOCC3)nc2-c2ccccc2)c(S(=O)(=O)Nc2ccccc2Cl)c1	-4	1	5	1436	-17	-1	-5*	1.1	12	0.9	-5
COc1cc(OC)nc(S(C)(=O)=O)n1	-3	1.2	0	1634	-10	-2	-0.081	1.2	2	1	-9
CN1CCN(c2ccccc2NC(=O)COc2ccccc2)CC1	10	1	-3	1580	/	3	-0.52	1	14	0.9	-1
CCCn1c(SCC(N)=O)nnc1C(C)C	8	1	3	1606	-17	-8	/	1	10	0.9	13
CC(C)Oc1cccc(C(=O)C2CCCN(C(=O)c3noc4c3CCCC4)C2)c1 (stereo not given)	1	1	-2	1752	-9	2	-1.2	0.9	17	0.8	4
O=C(N/N=C/C=C/c1ccccc1)c1ccccc1Br	9	1.1	4	1604	/	13	/	1	-3	1	7
COc1cc(C(=O)Nc2nccs2)ccc1OCc1c(C)noc1C	11	1	6	1587	5	5	/	1	13	0.9	8
CCOC(=O)C1CCN(CC(O)COc2ccc(C(=O)CC)cc2)CC1 (stereo not given)	-2	0.9	-2	1438	4	2	-0.18	0.9	6	0.9	-2
Cc1cc(C)cc(OCC(=O)OCC(=O)NCc2cccs2)c1	-3	1	5	1258	-3	-2	/	1	6	0.9	-5
Cc1cccc(C(=O)OC2CCN(C)CC2)c1	9	0.9	12	1519	-17	-3	0.009	0.9	10	0.9	0
CC1=CC(=O)OC1Cc1ccncc1 (stereo not given)	-2	1.1	6	1433	-8	9	0.032	1.1	-8	1.1	-1
COC(=O)CC1SCCNC1=O (stereo not given)	-4	1.1	-3	1471	-26	3	/	1	-1	1	-2
COc1ccc2[nH]c(=O)c(CN(CC3CCCO3)C(=S)Nc3ccc(C)cc3)cc2c1 (stereo not given)	7	/	18	1683	-8	4	0.22	/	/	/	1
CCCCC(=O)Nc1ccc(NC(=O)CC)cc1OC	10	1	4	1406	-37	0	/	1	-8	1.1	3
CC1CCN(S(=O)(=O)c2ccc3c(c2)oc(=O)n3CC(=O)N2c3ccccc3CC2C)CC1 (stereo not given)	16	1	6	2000*	-2	9	/	1	17	0.8	10
O=C(c1cc2ccccc2oc1=O)N1CCN(Cc2ccc3c(c2)OCO3)CC1	-6	0.9	0	1399	1	-4	/	0.9	14	0.9	2
Fc1cccc(F)c1-n1c(CN2CCOCC2)csc1=S	6	0.9	1	1680	-10	4	0.44	1	12	0.9	6
CSCC(C)N1CCC(CO)(CCc2ccccc2)CC1 (stereo not given)	14	0.9	16	1683	11	2	-0.78	0.8	10	0.9	12
FC(F)(F)c1cccc(CON=C2CCN(c3ncc(C(F)(F)F)cc3Cl)CC2)c1	2	0.9	4	1677	/	3	/	0.9	13	0.9	0
COCCCn1c(Cc2csc(Nc3cccc(Cl)c3)n2)nnc1SCC(=O)OC	14	1	4	1498	10	0	-0.99	1	18	0.8	8
Cn1c(NCc2cccc(Br)c2)nc2ccccc21	-1	0.8	-10	1441	-12	0	/	0.8	21	0.8	-1
CCOC(=O)c1ccc(S(=O)(=O)NNC(=O)c2cccc(N(C)C)c2)cc1	9	0.9	6	1839	-1	1	-0.061	1	11	0.9	9
CNC(=O)c1cn(-c2ccc(Cl)cc2)c(=O)c2ccccc12	-4	0.8	0	1534	-8	0	0.28	1	13	0.9	2
COc1ccc(OCCSc2nnc(C(C)NC(=O)c3ccccc3F)n2C)cc1 (stereo not given)	6	0.7	-2	1717	1	2	-0.01	1	4	1	12
CCc1ccc(NC(=O)c2noc(C(C)C)c2[N+](=O)[O-])cc1	5	1	7	1737	9	0	-0.41	0.9	12	0.9	17
COC(=O)c1sccc1NC(=S)N1CCN(c2ccc(F)cc2)CC1	9	0.8	-1	1820	9	3	0.035	0.8	15	0.9	4
COc1cc(/C=N/N=C2/NC(=O)C(c3ccccc3)S2)ccc1O (stereo not given)	3	0.9	-5	1496	/	12	/	0.9	12	0.9	6
Oc1oc(-c2ccc(Br)cc2)nc1/C=N/c1ccccn1	2	1.1	-3	1426	-4	0	-0.51	1.1	-7	1.1	0
O=C(COC(=O)c1cnccn1)Nc1cccc2ccccc12	-5	1.1	4	1647	4	-2	0.34	1.2	4	1	4
O=C(CCn1c(=S)oc2ccccc21)Nc1cccc(O)c1	1	1	-2	1903	-5	8	-0.54	0.9	24	0.8	1
Cc1ccc(NC(=O)c2cc([N+](=O)[O-])ccc2NCc2cccnc2)cc1	3	0.8	2	1553	/	5	-0.57	0.8	21	0.8	6
COc1ccc(N2CCN(C(=O)CN3C(=O)c4ccccc4S3(=O)=O)CC2)cc1	4	1	-3	1424	/	-2	/	1	8	0.9	0
COc1cccc(OC)c1C(=O)Nc1ccc(C)cc1C(=O)c1ccccc1	1	0.9	11	1417	-5	1	/	0.9	15	0.8	4
COc1cccc(-c2nc(=S)c3c(n2CCCO)CCCC3)c1	-4	1	-7	1357	-24	-8	/	0.9	29	0.7	1
Cc1onc(-c2ccccc2Cl)c1C(=O)N(Cc1nc(-c2ccccc2)no1)C1CCCCC1	4	1	18	1541	/	-4	/	0.9	15	0.9	5
O=C(CSCc1ccc(Cl)cc1)N/N=C/c1ccc(Cl)cc1Cl	4	0.9	1	1340	/	6	0.0076	1	11	0.9	5
CC(O)Cc1cn(CC(=O)N2CCN(C(=O)OC(C)(C)C)CC2)nn1 (stereo not given)	6	1.1	0	1527	4	1	/	1.2	10	0.9	0
COCCCN=C1NN=C(c2cc(C)n(Cc3ccccc3Cl)c2C)CS1	12	1.4	2	1665	-2	5	0.27	1.6	-1	1	4
